# Pol iota inh – blocks human DNA polymerase iota activity. Q9UNA4. AID 588590. hit rate 1% among 390,000. Potency, µM (titrated, usually from 115 µM), for inactives: top-dose activity, negative = inhibition, hits mostly inhibitors. Pol iota fluorescent replication assay, 10 min; further: potency means the concentration at half of the fitted maximal effect
#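 Pol iota at 10 nM preincubated 15 min with compounds at room temperature; reaction started with fluorescent substrate, 50 nM final. Fluorescence read kinetically at 0 and 10 min; buffer-only wells as negative control.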
# Pol beta inh – DNA polymerase beta (human) inhibition; hit rate 1.3% among 340,000; Potency, µM (highest dose often 114 µM), without a hit: at the highest dose activity change, negative = inhibition, actives largely listed as inhibitors; Pol beta primer extension/strand displacement, fluorescence kinetic; P06746; further: potency means the concentration at half of the fitted maximal effect; on the % scale 0 is the no-effect control and ±100 the full control effect
#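 Human Pol beta at 10 nM; strand-displacement substrate 50 nM final. Compound exposure 15 min at room temperature before start, reaction 10 min at room temperature.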
# Pol eta inh – DNA polymerase eta (human) inhibition; AID 588591; hit rate 1.2% among 390,000; Q9Y253; Potency, µM (doses to about 114 µM), inactives show at the highest dose activity change, negative = inhibition, usual class: inhibitors; recombinant Pol eta, fluorescent DNA replication assay; further: potency means the concentration at half of the fitted maximal effect; on the % scale 0 is the no-effect control and ±100 the full control effect
#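 Pol eta (10 nM) was preincubated with compounds for 15 min at room temperature, after which fluorescent replication substrate (50 nM final) was added to start the reaction. Fluorescence was read kinetically at 0 and 10 min.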
# APE1 inh – APE1 (human) endonuclease inhibition; P27695; recombinant APE1, TAMRA/BHQ-2 abasic DNA cleavage fluorescence; Potency, µM (top dose mostly 65.8 µM), for inactives: top-dose activity change, negative = inhibition, usual class: inhibitors; hit rate 0.35% among 350,000;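 further: potency means the concentration at half of the fitted maximal effect; plate controls were vehicle for no effect and reference inhibitor for full effect; nearly all actives have a fitted effect of over 55% in size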
#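 Kinetic fluorescence read (525 ex/598 em nm, three reads 60 s apart) of AP-site incision; signal = third minus first read. Enzyme 0.75 nM, dual-labelled THF duplex 50 nM, compound preincubation 15 min RT.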
# Apoferritin bind – binds horse apoferritin like a general anesthetic; hit rate 0.074% among 350,000; apoferritin/1-aminoanthracene competitive binding, fluorescence; Potency, µM (titrated, usually from 77.5 µM), for inactives: top-dose activity change, negative = displacement, actives largely listed as inhibitors; P02791; further: potency means the concentration at half of the fitted maximal effect; on the % scale 0 is the no-effect control and ±100 the full control effect; nearly all actives have a fitted effect of over 20% in size
# Target sequence (P02791 2-175 limits assumed): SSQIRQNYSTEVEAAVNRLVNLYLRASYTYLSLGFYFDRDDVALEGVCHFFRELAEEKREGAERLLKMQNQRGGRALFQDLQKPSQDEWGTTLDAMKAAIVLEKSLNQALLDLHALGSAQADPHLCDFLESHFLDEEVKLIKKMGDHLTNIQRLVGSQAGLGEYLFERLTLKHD
#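 Concentration-response curves derived by four-parameter Hill fitting of normalized fluorescence, where compounds displaced 1-AMA from 10 uM horse apoferritin following a brief 10 min room-temperature incubation; propofol titration acted as positive control.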
# RXFP1 antagonist – blocks the human relaxin receptor RXFP1; Q9HBX9; HEK293-RXFP1, relaxin-stimulated cAMP HTRF, 30 min; active compounds read low; activity change, negative = inhibition, % at 57.5 µM; hit rate 0.59% among 350,000; AID 1259400;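 active means activity change of -60% or lower, but not beyond a set lower limit; inconclusive means change between -60% and -40%, or beyond the set limit; inactive means change above -40%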; further: on the % scale 0 is the no-effect control and ±100 the full control effect
# Pol kappa inh – blocks human DNA polymerase kappa activity; Q9UBT6; purified Pol kappa, fluorescent DNA synthesis assay, 10 min; hit rate 0.53% among 400,000; Potency, µM (series often up to 107 µM), without a hit: at the highest dose activity, negative = inhibition, actives largely listed as inhibitors; further: potency means the concentration at half of the fitted maximal effect; on the % scale 0 is the no-effect control and ±100 the full control effect
# Target sequence (Q9UBT6 whole entry, looked up): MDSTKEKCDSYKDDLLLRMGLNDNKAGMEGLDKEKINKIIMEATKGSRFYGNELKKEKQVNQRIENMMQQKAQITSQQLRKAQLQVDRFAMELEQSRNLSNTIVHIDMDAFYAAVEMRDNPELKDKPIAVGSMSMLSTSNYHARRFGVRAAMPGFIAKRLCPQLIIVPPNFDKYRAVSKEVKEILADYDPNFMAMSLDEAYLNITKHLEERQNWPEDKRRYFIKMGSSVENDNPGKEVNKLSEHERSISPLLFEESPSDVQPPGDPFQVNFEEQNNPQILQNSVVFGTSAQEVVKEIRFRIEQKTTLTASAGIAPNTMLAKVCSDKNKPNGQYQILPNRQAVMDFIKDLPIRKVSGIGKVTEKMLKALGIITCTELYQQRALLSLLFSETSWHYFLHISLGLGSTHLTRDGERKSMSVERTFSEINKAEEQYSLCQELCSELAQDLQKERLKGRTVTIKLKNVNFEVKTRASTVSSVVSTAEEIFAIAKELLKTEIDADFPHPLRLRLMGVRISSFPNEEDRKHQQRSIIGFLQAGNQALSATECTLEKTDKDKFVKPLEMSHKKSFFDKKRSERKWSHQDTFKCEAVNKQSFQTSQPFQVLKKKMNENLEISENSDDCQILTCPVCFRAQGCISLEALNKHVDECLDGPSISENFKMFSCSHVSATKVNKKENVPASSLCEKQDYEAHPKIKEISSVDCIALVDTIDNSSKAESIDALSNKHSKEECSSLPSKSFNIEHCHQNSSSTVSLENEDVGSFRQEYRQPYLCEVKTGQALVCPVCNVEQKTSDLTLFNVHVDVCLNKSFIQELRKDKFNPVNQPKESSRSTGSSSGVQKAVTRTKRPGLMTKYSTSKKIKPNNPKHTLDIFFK
#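 Kinetic fluorescence readout at 0 and 10 min followed reaction start with substrate at 50 nM final. Beforehand, enzyme (10 nM Pol kappa) stood 15 min with compound at room temperature; buffer-only wells were negative controls.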
# PGK inhibitor – inhibitors of T. brucei phosphoglycerate kinase; AID 602233; Potency, µM (titrated, usually from 57.5 µM), without a hit: at the top dose activity change, negative = inhibition, hits mostly inhibitors; hit rate 0.043% among 380,000; PGK/GAPDH coupled, Kinase-Glo luminescence, 60 min; P07378; further: potency means the concentration at half of the fitted maximal effect; on the % scale 0 is the no-effect control and ±100 the full control effect; nearly all actives have a fitted effect of over 60% in size
#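 Luminescent ATP detection (Kinase-Glo Plus) follows a 60-minute room-temperature incubation, with wells lacking PGK as controls. Buffer: 100 mM TEA (pH 7.6), 5 mM MgCl2, 0.01% Tween-20. Coupling enzyme GAPDH (100 nM final) supplies unstable 1,3-BPG in-well.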
# BLM helicase inh – blocks DNA unwinding by human BLM helicase. P54132. recombinant BLM DNA unwinding, fluorescence dequenching. Potency, µM (highest dose often 56.1 µM), for the others: top-dose activity change, negative = inhibition, hits mostly inhibitors. hit rate 0.2% among 350,000. AID 2528;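 further: potency means the concentration at half of the fitted maximal effect; plate controls were vehicle for no effect and no enzyme for full effect; nearly all actives have a fitted effect of over 35% in size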
# * hit, by the source's call; i = inactive; ? = inconclusive; . = no result given; [ ] = another dose, or the depositor's remark. Unless noted, the call rests on the fitted dose curve; in most records, active means well fitted curve in the direction sought with a large enough effect; inconclusive means small, poorly fitted or top-dose-only effect, or another doubt; inactive means no such curve, though single readings can be large; an effect the other way counts as inactive or inconclusive.
SMILES,Pol iota inh,Pol beta inh,Pol eta inh,APE1 inh,Apoferritin bind,RXFP1 antagonist,Pol kappa inh,PGK inhibitor,BLM helicase inh
Cc1cc(C(=O)NC2CCCc3c2cnn3-c2ccc(C)c(C)c2)nc(C)n1 (stereo not given),38%[activator],-18%,-12%,50%[activator],?,-1,15%,i,-2%
NS(=O)(=O)c1ccc(NC(=O)C(=O)NCCC(=O)O)cc1,13%,-1%,1%,19%,-3%,0,-7%,2%,-3%
COc1ccc(OC)c(S(=O)(=O)Nc2ccc(Oc3ccccc3)cc2)c1,12%,-12%,-18%,?,1%,10,-6%,-7%,-10%
COc1cc(N=C(N)N=C(N)N)cc(OC)c1,132%[activator],30%,-23%,?,-3%,-10,3%,4%,-1%
Cc1ccc(C(=O)O/N=C2/CC3CCC2(C)[C@@]3(C)CBr)cc1 (stereo not given in full),143%[activator],-4%,-5%,-2%,-8%,-22,-7%,9%,-3%
O=c1cc(C(F)(F)F)nc(-c2cccnc2)[nH]1,1%,-19%,-16%,-2%,4%,-12,-3%,-8%,1%
O=C(Nc1ccc2c(c1)OCCO2)C1CCCN1S(=O)(=O)c1ccc(Cl)cc1 (stereo not given),10%,1%,0%,-2%,-2%,7,-5%,5%,-2%
COc1cccc2cc(S(=O)(=O)c3ccccc3)c(=Nc3ccc4c(c3)OCCO4)oc12,10%,27%,-23%,11%,-4%,-1,-8%,2%,-3%
COc1cccc2cc(-c3ccccc3)c(=O)oc12,21%,1%,-5%,-6%,-22%,6,-2%,-11%,-4%
Cc1cc(C)n(-c2ccc(Cl)c(C(=O)Nc3cc(C(F)(F)F)ccc3Cl)n2)n1,-1%,37%,-12%,19%,-1%,0,-1%,-1%,1%
CC1CCCCN1c1nnc(NC(=O)c2cc(-c3ccc(Br)cc3)on2)s1 (stereo not given),4%,-8%,-3%,-6%,-11%,14,13%,-6%,-11%
Cc1ccnc(N2CCC(C(=O)NCc3ccc4c(c3)OCO4)CC2)n1,4%,5%,-12%,19%,-3%,2,0%,i,2%
Cc1noc(NS(=O)(=O)c2ccc(NC(=O)COc3ccccc3)cc2)c1C,-12%[58.9 µM],3%,-9%,3%,-5%,-23,1%,0%,-2%
CCOC(=O)c1[nH]c(C)c(C(=O)Nc2ccccc2F)c1C,-18%,-24%,25µM*,3%,-2%,-6,-5%,?,3%
COc1ccc(CCN=Cc2ccccc2O)cc1OC,58%[activator],-21%,-10%,1%,-4%,-21,-9%,i,-2%
COc1ccc(-c2cc(=O)oc3cc(OC(C)C(=O)NC(Cc4c[nH]c5ccc(O)cc45)C(=O)O)ccc23)cc1 (stereo not given),-10%,5%,3%,18%,-11%,.,-12%,-8%,1%
O=C(NCc1ccco1)C(=O)c1c[nH]c2ccccc12,10%,-3%,-9%,2%,-15%,-9,-8%[60.1 µM],-11%,-1%
O=C(COc1ccccc1)N1CCN(S(=O)(=O)c2cccc([N+](=O)[O-])c2)CC1,10%,13%,-22%,12%,-14%,-15,5%,i,2%
O=C(Nc1ccc(F)cc1)Nc1nnc(Cc2ccccc2)s1,172%[activator],0%,-19%,3%,-5%,3,3%,6%,-1%
COc1cccc(-c2nnc3sc(C4CCCCC4)nn23)c1,-3%,3%,-5%,0%,-19%,-9,-7%,-7%,-2%
Cc1ccc(S(=O)(=O)n2[nH]c(=O)c(CCO)c2C)cc1,17%,7%,-8%,-10%,-4%,2,3%,i,-3%
CN1CCN(CCC(=O)Nc2ccc(F)c(F)c2)CC1,14%,7%,3%,1%,-4%,10,-6%,-3%,1%
Cc1nc(SCC(=O)Nc2c(C)n(C)n(-c3ccccc3)c2=O)nc(C)c1C,4%,22%,-9%,-4%,-9%,3,-5%,13%,1%
O=C(CNC1CCN(Cc2ccccc2)CC1)Nc1ccc(S(=O)(=O)N2CCCCC2)cc1,-6%,-1%,-6%,-2%,-10%,3,8%,-9%,6%
CCc1ccc(C(=O)N2CCN(c3ccc(NC(=O)c4cccnc4)cc3)CC2)cc1,32%[activator],1%,6%,-1%,-14%,-4,-4%,0%,-6%
O=C(NC(=S)Nc1nc2c(s1)CCCC2)c1ccc(C(=O)c2ccccc2)cc1,6%,18%,-20%,3%,-13%,1,-19%,-2%,4%
CSc1ccc(/C=N\Nc2nncn2N)cc1,5.6µM*,3%,-22%,17%,-16%,16,-4%,4%,-3%
O=C(NCc1ccco1)c1nc(-c2ccccc2)n(-c2ccccc2)n1,17%,17%,0%,14%,-10%,-6,-11%,1%,-7%
COc1ccc(CC(=O)Nc2cccc(C(=O)O)c2C)cc1,?,-14%,8%,-2%,11%,-16,8%,.,-1%
COc1ccc(CCNC(=O)c2cccnc2SC)cc1,86%[activator],0%,-7%,-1%,-5%,-11,0%,-1%,1%
c1ccc(-c2nc3ccccc3nc2-c2ccccn2)nc1,10%,-20%,-2%,0%,0%,1,-13%,-1%,-5%
Nc1ccccc1S(=O)(=O)c1ccccc1N,33%[activator],4%,-10%,2%,-13%,5,-8%[60.1 µM],-9%,-1%
Cc1cc(C(=O)OCC(=O)c2c(N)n(C)c(=O)n(C)c2=O)c(C)n1-c1ccccc1,15%,-15%,-9%,-5%,-9%,-1,-16%,-4%,-3%
COc1cccc(OC)c1C(=O)OCC(=O)NC(=O)NCc1ccccc1,88%[activator],2%,-21%,-5%,-13%,-12,1%,i,-6%
Nc1c(C(=O)NCc2ccco2)nnn1CC(=O)Nc1ccc2c(c1)OCO2,-19%,25%,-12%,-2%,?,-6,-12%,i,-3%
O=C(NC1CCCC1)C(c1ccccn1)N(C(=O)c1csnn1)C1CCCC1 (stereo not given),7%,28%,-4%,1%,5%,13,-10%,-2%,0%
COc1ccccc1NC(=O)CSc1nc2ccccc2c(=O)n1CC1CCCO1 (stereo not given),38%[activator],21%,-4%,24%,4%,1,-6%,-7%,-8%
O=C(NC1CCCC1)c1cc(S(=O)(=O)N2CCOCC2)c(Cl)cc1Cl,56%[activator],2%,-18%,18%,-3%,0,2%,i,-13%
CCN1CCCC1CNC(=O)c1ccc2c(=O)n(CCOC)c(=O)[nH]c2c1 (stereo not given),18%,26%,-11%,0%,-7%,-5,-1%,0%,5%
CCOc1cc(C(=O)Nc2cccc3cccnc23)cc(OCC)c1OCC,39%[activator],11%,-24%,.,-9%,-15,4%,0%,-9%
COc1cc(CN2CCN(C(=O)CC(C)C)CC2)c([N+](=O)[O-])cc1OC,37%[activator],32%,-2%,-6%,-6%,-4,-7%,-8%,-6%
COc1cc(OC)c2c(c1C(CCN1CCCC(C)C1)c1ccc(N(C)C)cc1)OC(=O)CC2c1ccc(N(C)C)cc1 (stereo not given),0%,.,.,-1%,-9%,.,-11%,.,3%
Cc1ccc(S(=O)(=O)N(C)c2c(C)ccc(S(=O)(=O)NC(C)(C)C)c2C)cc1,58%[activator],?,-21%,-3%,-18%,5,-6%,-8%,-11%
O=C(COC(=O)[C@@H]1CC(O)CN1S(=O)(=O)c1ccc2c(c1)OCCO2)NCc1ccc(F)cc1 (stereo not given in full),?,-2%,-15%,1%,-8%,-7,3%,-5%,-6%
O=C(NCCN1CCN(c2ccccc2)CC1)C1CCCN(S(=O)(=O)c2cnc[nH]2)C1 (stereo not given),15%,2%,-17%,2%,-3%,.,-18%,-3%,-4%
FC(F)(F)c1cc(-c2cccs2)nc(NCc2ccco2)n1,8%,-1%,5%,-1%,-8%,-24,-13%,4%,-1%
COc1ccc(OC)c(-c2csc(-c3c(N)c(C(=O)c4ccc(Cl)cc4)n4ccccc34)n2)c1,26%,42%,.,.,5%,4,-3%,.,-3%
O=C1c2ccccc2C(=O)N1Cc1nc2ccccc2c(=O)n1Cc1ccco1,-3%,1%,?,1%,-8%,3,-13%,2%,3%
O=C(O)C1CCCCC1C(=O)NCc1ccccc1 (stereo not given),-2%,0%,3%,2%,-20%,14,4%,-6%,0%
N#CCCN1CCN(S(=O)(=O)c2ccc(S(=O)(=O)NCc3ccccc3)cc2)CC1,25%,9%,-19%,-9%,-2%,.,7%,-6%,0%
CCC(OC(=O)c1nsc(Cl)c1Cl)C(=O)NCCc1ccccc1 (stereo not given),21%,16%,-16%,11%,-7%,-20,-6%,-6%,0%
CC(C)NC(=O)C1=CC(c2ccc3c(c2)OCO3)=NS(=O)(=O)N1C,42%[activator],-3%,?,.,-7%,10,-14%,i,-2%
Cc1ccc(NS(=O)(=O)c2ccc(C(=O)N3CCC3)cc2)cc1,-3%,.,-17%,24%,.,23,3%,-6%,.
O=C(NCC(=O)N1CCOCC1)c1ccc(Cl)cc1,12%,-1%,-16%,-10%,-7%,3,-5%,-3%,-1%
C[C@H](CO)N1C[C@H](C)[C@@H](CN(C)S(=O)(=O)c2ccc(F)cc2)Oc2c(NC(=O)Nc3ccccc3)cccc2C1=O,54%[activator],.,-22%,-11%,.,.,8%,5%,.
COc1ccc(N2CCN(C(=O)CSc3nc4ccccc4c(=O)[nH]3)CC2)cc1,35%[activator],27%,-15%,2%[12.4 µM],2%,-8,-7%,-10%,-2%
CC(C)c1ccc(NC(=O)c2ccc(=O)n(Cc3ccccc3)c2)cc1,1%,-2%,-31%,.,?,-25,-10%[60.1 µM],-4%,-8%

# Already shown: entries from further up.
SMILES,Pol iota inh,Pol beta inh,Pol eta inh,APE1 inh,Apoferritin bind,RXFP1 antagonist,Pol kappa inh,PGK inhibitor,BLM helicase inh
CCC(OC(=O)c1nsc(Cl)c1Cl)C(=O)NCCc1ccccc1 (stereo not given),21%,16%,-16%,11%,-7%,-20,-6%,-6%,0%
CC(C)NC(=O)C1=CC(c2ccc3c(c2)OCO3)=NS(=O)(=O)N1C,42%[activator],-3%,?,.,-7%,10,-14%,i,-2%
Cc1ccc(NS(=O)(=O)c2ccc(C(=O)N3CCC3)cc2)cc1,-3%,.,-17%,24%,.,23,3%,-6%,.

# The list is partial; count on the stated rates, not on these rows.
